# Assay outcomes as filed in PubChem BioAssay.
# Growth percent in the NCI-60 one-dose screen (48 h, 10 µM unless noted): 100 = growth as untreated, 0 = no growth, -100 = all killed.
# NCI-H522 = NCI-H522 lung cancer; 78,000 tested, 8% active; AID 1794739
# NCI-H23 = NCI-H23 lung cancer | AID 1794731 | 80,000 tested, 4% active
# NCI/ADR-RES = NCI/ADR-RES ovarian cells; 81,000 tested, 4.4% active
# RXF 393 = RXF 393 renal cancer cells; 77,000 tested, 6.9% active; AID 1794773
# ACHN = ACHN renal cancer; AID 1794771; 81,000 tested, 4.9% active
# NCI-H226 = NCI-H226 lung cancer; 79,000 tested, 3.5% active; AID 1794732
# A498 = A498 renal cancer cells; 76,000 tested, 5.4% active
# NCI-H460 = NCI-H460 lung cancer | 82,000 tested, 6.8% active
# CAKI-1 = CAKI-1 renal cancer. 75,000 tested, 4.7% active. AID 1794772
# Numbers without * were called inactive; x = no result given. The calls were made as follows: active = growth percent below 10; inactive = the rest.
SMILES,NCI-H522,NCI-H23,NCI/ADR-RES,RXF 393,ACHN,NCI-H226,A498,NCI-H460,CAKI-1
c1ccc(N=C2SCCCS2)cc1,107,104,x,109,103,106,109,105,99
CN(C)c1ccc(-c2ccc(-c3ccc(C(=N)N)cc3)s2)cc1,-50*,-46*,46,54,-39*,87,0.5*,-71*,97
COC(=O)[C@H](C)Nc1nc(N)nc(N(C)C2CCCCC2)c1C=O,94,112,104,103,100,99,55,113,96
CS(=O)(=O)c1ccc(C(=O)N/N=C/c2ccc(F)cc2)cc1,84,99,104,112,110,91,94,105,98
O=C(/C=C/C=C\c1ccccc1)/C=C/C=C/c1ccccc1,95,106,100,103,101,97,103,104,100
COc1ccc(C(=O)N2NC(=O)/C(=C/c3ccc(Br)cc3)N=C2c2ccccc2)cc1,85,94,83,100,88,95,84,97,97
CCO/C=N/C1=C(C#N)C(c2ccc(OC)cc2)c2c(c3cc(Cl)ccc3[nH]c2=O)O1 (stereo not given),93,98,102,106,106,101,112,103,93
CCOC(=O)c1csc(NC(=O)c2ccc(N3CCOCC3)c([N+](=O)[O-])c2)n1,96,93,105,93,111,83,111,102,94
CN(C)c1ccc(C#Cc2c(F)cccc2F)cc1,68,79,92,119,86,88,55,102,89
COc1nc(N(C)O)nc(N(C)O)n1,57,44,15,59,11,49,77,8.7*,36
Brc1nsc(SSc2nc(Br)ns2)n1,93,98,115,120,100,112,129,107,100
Cc1ccc(C(=O)Nn2c(NCC(=O)N3c4ccccc4Sc4ccccc43)nnc2-c2ccc(O)cc2)cc1,97,95,90,110,103,93,134,103,97
CCCCn1c(-c2ccc(C(=O)O/N=C(\N)c3ccc4c(c3)OCO4)cc2)nc(-c2ccccc2)c1-c1ccccc1,-37*,35,19,35,-86*,50,x,0.4*,12
C/C(=N/O)C(=O)NCCCCCCC(=O)Nc1ccccc1,93,101,104,117,108,108,78,107,88
O=C(N/N=C\c1ccc(O)cc1)N/N=C/c1ccc(O)cc1,83,105,111,108,109,107,93,110,x
CC(=O)Nc1cc2c(cc1Br)-c1ccc(F)cc1C2,87,79,x,106,100,96,93,100,76
CCCCOB(OCCCC)c1ccc(B(OCCCC)OCCCC)cc1,104,101,104,106,106,101,86,102,97
CC12CCC(c3sc(N)c(C#N)c31)C2(C)C (stereo not given),95,95,107,x,96,96,97,112,x
Nc1ccc2c(c1)NCC2,86,88,105,110,93,91,93,101,112
CC1(c2ccccc2)NC(=O)N(CC(=O)Nc2ccc(C(=O)/C=C/C=C/c3ccccc3)cc2)C1=O (stereo not given),76,73,83,x,48,57,71,73,63
Cc1ccc(-n2c(SCC(=O)c3ccccc3)nnc2-c2cc3c([nH]c4ccccc43)c(-c3cccc(O)c3)n2)cc1,23,79,74,21,51,82,65,46,80
CC(=O)Nc1ccc(C=Nc2ccc3ccccc3c2)cc1,13,105,115,108,118,100,108,111,47
COC(=O)C(=C\c1ccc2c(c1)OCO2)/C(=C/c1ccc2c(c1)OCO2)C(=O)OC,86,92,96,x,94,98,106,112,95
CC(C)(C)c1ccc2oc(=O)cc(Cn3cc(CSc4nc5ccccc5o4)nn3)c2c1,98,98,99,118,110,113,97,115,94
N#Cc1ccc(NS(=O)(=O)c2ccc(-c3cnc(C4CC4)o3)cc2)cc1,94,101,98,95,98,x,x,100,92
O=[N+]([O-])c1ccc(-c2cc3c(Nc4ccc(OCc5cccc(Cl)c5)c(Cl)c4)ncnc3s2)cc1,50,79,68,85,63,92,72,32,x
Oc1ccc(-c2nnc(Nc3ccc(Br)cc3)o2)cc1,89,101,100,118,103,102,89,106,96
O=C(O)c1cn(C2CC2)c2cc(N3CCN(C(=O)CSc4nnc(-c5ccc(Cl)cc5)o4)CC3)c(F)cc2c1=O,79,99,106,114,110,92,97,104,x
COc1cc(C=C2C(=O)N(C)C(=O)N(C)C2=O)cc(CN2CCOCC2)c1O,97,101,107,112,100,x,104,107,94
C=CCCCCCCCCC(=O)OC1CCCC1,99,102,108,112,116,101,101,107,101
N#CC(C(=N/O)/C(=N/O)C(C#N)c1ccc(Cl)cc1)c1ccc(Cl)cc1 (stereo not given),84,96,98,99,112,95,95,100,103
CCOC(=O)CNC(=O)c1c(C)[nH]c(-c2nc3ccccc3[nH]2)c1C,89,98,107,99,107,86,x,105,96
CCCCNc1ccncc1CO,91,99,104,124,110,111,110,112,100
COc1cc2c(c(OC)c1OC)C(=O)CC(c1cccc([N+](=O)[O-])c1)O2 (stereo not given),76,95,89,80,96,92,98,98,70
Clc1ccc(/C=C/c2nn3c(-c4ccncc4)nnc3s2)cc1,88,89,83,72,98,101,88,87,96
CCOC(=O)Cc1ccc(C)cc1,98,101,110,101,101,100,105,101,103
O=C(N=Nc1c(O)[nH]c2ccc(Cl)cc12)c1ccc2nc(-c3ccccc3)[nH]c2c1,8.9*,30,90,59,68,91,137,26,89
CCOC(=O)C(C)(F)C#N (stereo not given),93,99,96,114,102,114,95,104,95
Cc1cc(O)c(C2=NN(c3ccc(S(N)(=O)=O)cc3)C(c3ccccc3Cl)C2)cc1Cl (stereo not given),-56*,2.1*,-11*,-12*,16,39,46,-36*,-3.0*
COc1ccc(/C(=C\c2cc(OC)c(OC)c(OC)c2)C(=O)N2CCN(c3ccccc3)CC2)cc1O,84,99,94,98,98,99,94,106,x
CC1=CC2C3C(CC(=O)C24C(=O)NC(CC(C)C)C4C1C)C1OC3(C)CCC1O (stereo not given),82,89,99,91,100,97,58,99,90
O=C1c2c[n+](Cc3ccccc3)ccc2-c2nc3ccccc3c3ccnc1c23,-66*,-33*,76,-57*,-13*,-92*,-56*,-55*,14
COc1cccc(-c2nc(SCC(=O)Nc3ccc(C(=O)/C=C/c4ccc(Cl)cc4)cc3)[nH]c(=O)c2C#N)c1,67,96,101,99,105,88,100,103,96
CNC(=S)N/N=C(/C)CCc1c(C)nn(C(=S)NC)c1C,95,100,97,130,97,104,107,92,x
Cc1cc(N(CCNc2ccnc3cc(Cl)ccc23)Cc2ccco2)nc(Cl)n1,-8.2*,14,-4.6*,-80*,-99*,-62*,21,-60*,x
Cc1ccc2c(c1)=C/C(=C\c1cc(-c3ccccc3)oc1O)C(=O)N=2,97,95,98,106,105,106,97,113,91
COc1ccc2c(c1)nc(N)c1c3ccccc3cn21,58,79,69,77,81,95,75,72,68
CC(C)CCn1cnc2c(=S)nc(N)[nH]c21,89,100,103,103,99,100,x,104,93
O=c1[nH]c2cc(Cl)ccc2nc1/C=C(O)/C=C/c1ccccc1,99,94,105,107,100,99,117,112,95
CCN1CCCC1CNC(=O)c1cc(S(=O)(=O)CC)c(N)cc1OC (stereo not given),116,107,105,111,104,97,84,108,95

# Pulled by structure from the list above:
SMILES,NCI-H522,NCI-H23,NCI/ADR-RES,RXF 393,ACHN,NCI-H226,A498,NCI-H460,CAKI-1
CC1=CC2C3C(CC(=O)C24C(=O)NC(CC(C)C)C4C1C)C1OC3(C)CCC1O (stereo not given),82,89,99,91,100,97,58,99,90
COc1ccc2c(c1)nc(N)c1c3ccccc3cn21,58,79,69,77,81,95,75,72,68

# Copied from the results shown for reference:
SMILES,NCI-H522,NCI-H23,NCI/ADR-RES,RXF 393,ACHN,NCI-H226,A498,NCI-H460,CAKI-1
COc1ccc2c(c1)nc(N)c1c3ccccc3cn21,58,79,69,77,81,95,75,72,68
CC(C)CCn1cnc2c(=S)nc(N)[nH]c21,89,100,103,103,99,100,x,104,93
O=c1[nH]c2cc(Cl)ccc2nc1/C=C(O)/C=C/c1ccccc1,99,94,105,107,100,99,117,112,95
CCN1CCCC1CNC(=O)c1cc(S(=O)(=O)CC)c(N)cc1OC (stereo not given),116,107,105,111,104,97,84,108,95

# Other results follow.
SMILES,NCI-H522,NCI-H23,NCI/ADR-RES,RXF 393,ACHN,NCI-H226,A498,NCI-H460,CAKI-1
CC(C)CCc1ccccn1,96,93,100,99,x,95,80,106,x
N#Cc1c(-c2cccs2)cc(-c2cnccn2)nc1SCC(=O)c1ccc(Br)cc1,x,90,106,76,93,91,62,107,70
COc1ccc(C2C=C(c3ccc(Cl)c(Cl)c3)N=C3SC(C)=CN32)cc1OC (stereo not given),58,64,79,66,68,80,105,70,62
CCOC(=O)C1=CSC2=NC3=C(CCCC/C3=C\c3ccc(OC)cc3)C(c3ccc(OC)cc3)N12 (stereo not given),82,95,104,104,102,98,97,111,96
CCOC(=O)c1c[nH]cc1C,80,94,98,102,103,108,106,97,x
O=C(CCN1CCCC1)Nc1ccc2c(Nc3ccccc3)c3ccccc3nc2c1,-34*,22,47,8.3*,1.8*,42,x,-61*,-12*
O=S(=O)(c1cc(Cl)ccc1O)c1cc(Cl)ccc1O,64,85,92,102,85,78,60,85,92
Cc1c(Cl)ccc(O)c1C(=O)N[C@@H](Cc1c[nH]c2ccccc12)C(=O)O,88,94,98,102,104,95,101,105,93
CCOC(=O)c1c2c(cn1Cc1cc(OC)ccc1OC)-c1oncc1CC2,71,94,73,100,91,90,68,103,63
OCC(O)CNc1oc(-c2ccccc2)nc1[P+](c1ccccc1)(c1ccccc1)c1ccccc1 (stereo not given),86,103,112,101,102,103,84,106,95

# Single records (already shown). Order of screens: NCI-H522	NCI-H23	NCI/ADR-RES	RXF 393	ACHN	NCI-H226	A498	NCI-H460	CAKI-1
# CCOC(=O)Cc1ccc(C)cc1 across the screens: 98	101	110	101	101	100	105	101	103
# COC(=O)[C@H](C)Nc1nc(N)nc(N(C)C2CCCCC2)c1C=O across the screens: 94	112	104	103	100	99	55	113	96

# (continued)
SMILES,NCI-H522,NCI-H23,NCI/ADR-RES,RXF 393,ACHN,NCI-H226,A498,NCI-H460,CAKI-1
COC(=O)[C@@H](Cc1ccccc1)n1cc(COC(=O)c2cccc3c(=O)c4ccccc4[nH]c23)nn1,x,93,100,97,93,88,99,97,88
Cc1ccc(C(=O)CSc2nnc(-c3ccc(-c4ccc(Cl)cc4)nc3C)o2)cc1,92,93,100,119,95,89,98,107,96
O=C(CSc1cc[n+](CCCCCO)c2ccccc12)n1ccc2ccccc21,96,97,100,114,96,80,120,92,81
NC(=O)Cc1ccc(N)cc1,97,103,110,110,x,98,108,108,91
CC(O)CN1CCCC1 (stereo not given),99,104,105,157,104,114,106,106,104
O[C@@H]1Cc2ccccc2[C@H]1O,92,109,119,111,95,106,97,110,103
O=S(=O)(NCCNc1nccc(-c2c(-c3cccc(F)c3)nc3occn23)n1)c1ccc(C(F)(F)F)cc1,74,98,95,68,88,84,78,99,69
Cc1ccc(C#CC(C)(O)C(C)(C)C)cn1 (stereo not given),95,101,103,107,103,101,123,107,93
CC(C)[C@@H]1NC(=O)[C@H](Cc2ccccc2)NC(=O)[C@@H]2CCCN2C(=O)[C@H](C(C)O)NC(=O)[C@H](C)NC(=O)[C@@H]2CCCN2C(=O)[C@@H]2CCCN2C1=O (stereo not given in full),84,97,97,90,101,99,114,129,99
O=C(/C=C/C(Cl)(Cl)Cl)Nc1ccc(Cl)cc1,-52*,82,95,87,104,106,101,115,101

# Single entries from above:
# Reading for `CCCCNc1ccncc1CO` under CAKI-1: 100
# Reading for `COc1ccc(C2C=C(c3ccc(Cl)c(Cl)c3)N=C3SC(C)=CN32)cc1OC` (stereo not given) under A498: 105
# Reading for `CCOC(=O)c1c[nH]cc1C` under A498: 106
# Reading for `COc1nc(N(C)O)nc(N(C)O)n1` under NCI-H226: 49
# Reading for `COc1cc(C=C2C(=O)N(C)C(=O)N(C)C2=O)cc(CN2CCOCC2)c1O` under NCI-H460: 107
